APJ antagonist – APJ receptor antagonism; CHO-K1 APJ beta-arrestin complementation, luminescence; actives 0.32% (n = 330,000); P35414; inhibition, % at 20 µM;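 active = inhibition above about 40% at 20 µM, limit read from the data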;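 also: cells challenged with 10 nM apelin-13 agonist together with compound; plate controls were apelin-13 plus DMSO wells for no effect and DMSO wells lacking apelin-13 for full effect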
Target sequence (P35414 whole entry, looked up): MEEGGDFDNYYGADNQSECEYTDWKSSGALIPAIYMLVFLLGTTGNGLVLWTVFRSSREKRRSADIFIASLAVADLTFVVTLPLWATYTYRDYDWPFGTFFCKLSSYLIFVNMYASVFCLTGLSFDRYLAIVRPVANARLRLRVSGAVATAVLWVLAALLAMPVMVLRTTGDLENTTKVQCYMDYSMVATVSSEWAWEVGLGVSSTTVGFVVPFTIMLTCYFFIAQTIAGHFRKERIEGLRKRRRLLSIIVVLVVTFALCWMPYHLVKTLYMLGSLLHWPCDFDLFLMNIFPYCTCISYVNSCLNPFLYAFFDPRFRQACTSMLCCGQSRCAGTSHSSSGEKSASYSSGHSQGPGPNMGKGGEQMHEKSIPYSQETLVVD
tim23-1 inh – inhibits growth of tim23-1 mutant yeast; inhibition, % at 20 µM; S. cerevisiae tim23-1 growth, BacTiter-Glo luminescence, 24 h; actives 1.3% (n = 330,000); AID 463212;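 active = growth inhibition of the mutant yeast at or above 50%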;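 also: temperature-sensitive mutant grown at 25 °C; plate controls were DMSO-treated mutant yeast for no effect and medium wells lacking yeast for full effect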
UPR CHOP act – activators of apoptotic arm of unfolded protein response (CHOP); CHO-CHOP luciferase reporter, UPR activation, luminescence; percent of tunicamycin response over DMSO baseline; activation, % at 10 µM; actives 0.34% (n = 330,000); AID 449763;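 active = at 10 µM dose, activation of 40% or more, normalized to positive control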;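 also: 100% = tunicamycin at 10 µg/mL and 0% = DMSO alone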
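assay system = CHO CHOP reporter cells | amount = 500 CHO-CHOP cells per well | buffer or medium = F12 with 10% FBS | incubation = 16-18 h cell attachment, then 6 h compound exposure, 37 °C | detection = luminescence read with Steady-Glo | read-out = percent activation relative to tunicamycin control | controls = tunicamycin high control, DMSO low control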
APJ agonist – activates the human apelin receptor APJ. P35414. CHO-K1 APJ PathHunter beta-arrestin, luminescence; 0% DMSO wells, 100% apelin. activation, % at 20 µM. actives 0.11% (n = 330,000). AID 2520;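 active = activation more than six SD over the plate average, tested at 20 µM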;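 also: 0% = DMSO alone and 100% = apelin-13 at 10 nM; some results filed as inactive read as strong as hits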
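Assay system: engineered CHO-K1 APJ arrestin reporter cells; Amount: 1000 CHO-K1 reporter cells seeded per well; Dosing: one dose, 20 µM compound, 1% DMSO; Times: compound stimulation 90 min at 25 °C, detection 60 min; Measured by: luminescent beta-gal fragment complementation, chemiluminescent substrate; Read-out: APJ–arrestin association signal; Controls: DMSO vs Apelin-13 10 nM.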
Mdm2-MdmX inh – disrupts the human Mdm2-MdmX interaction; O15151+Q00987; actives 3% (n = 330,000); SaOS-2 split-luciferase Mdm2/MdmX complementation, luminescence; inhibition, % at 8 µM;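 active = inhibition of at least 50% at 8 µM in the primary screen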
CXCR6 block – inhibitors of human CXCR6 receptor; O00574; AID 602244; actives 0.36% (n = 360,000); CHO-K1 PathHunter CXCR6 beta-arrestin, luminescence; inhibition, % at 20 µM; in the data active = inhibition above about 34%, passing the limit was not always enough;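 also: antagonist mode with CXCL16 agonist at 10 nM final; 0% = 10 nM CXCL16 with DMSO and 100% = unstimulated wells without agonist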
Target sequence (O00574 whole entry, looked up): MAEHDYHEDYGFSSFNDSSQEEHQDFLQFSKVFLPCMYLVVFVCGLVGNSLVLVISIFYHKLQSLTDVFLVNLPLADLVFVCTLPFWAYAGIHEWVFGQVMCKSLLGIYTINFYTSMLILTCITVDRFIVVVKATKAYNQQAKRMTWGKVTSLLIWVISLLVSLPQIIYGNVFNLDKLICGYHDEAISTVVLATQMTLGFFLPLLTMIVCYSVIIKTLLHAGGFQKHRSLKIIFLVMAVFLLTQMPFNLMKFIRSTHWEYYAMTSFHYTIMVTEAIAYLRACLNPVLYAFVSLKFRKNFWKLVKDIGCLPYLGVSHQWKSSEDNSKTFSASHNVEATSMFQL
CCR6 antag – CCR6 (human) receptor antagonism | P51684 | CHO-K1 CCR6 PathHunter beta-arrestin, luminescence, CCL20-stimulated | inhibition, % at 20 µM | actives 0.49% (n = 340,000);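 active = compounds whose inhibition of the agonist-driven luminescence signal at 20 µM reaches about 50%, limit read from the data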;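 also: cells stimulated with CCL20 at 14 nM final; plate controls were DMSO with CCL20 for no effect and DMSO without agonist for full effect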
XBP1 UPR activ – adaptive UPR (XBP1) activation; CHO-XBP1 luciferase reporter, IRE1-XBP1 UPR activation, luminescence; percent of tunicamycin response, DMSO as zero; activation, % at 20 µM; actives 0.33% (n = 330,000);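 active = versus positive control, 20 µM dose yields 30% or more activation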;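 also: 100% = tunicamycin at 10 µg/mL and 0% = DMSO only wells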
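incubation = overnight seeding at 37 °C, 6 h compound treatment at 37 °C | assay system = CHO-XBP1 cells stably carrying IRE1-XBP1-driven luciferase reporter | input = 1000 cells per well | detection = luciferase luminescence | dosing = single point, 20 µM final compound, 1% DMSO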
EBI2 block – blocks human EBI2 receptor beta-arrestin signaling. EBI2 beta-arrestin recruitment, luminescence, 7a,25-OHC stimulated. inhibition, % at 5 µM. actives 0.81% (n = 360,000). AID 651636; in the data active = inhibition above about 38%;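 also: enzyme fragment complementation signal reports receptor beta-arrestin coupling in cells; 0% = agonist plus DMSO wells and 100% = wells without agonist; some results beyond the cut were filed as inactive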
Target sequence (P32249 whole entry, looked up, the tested form may be a part): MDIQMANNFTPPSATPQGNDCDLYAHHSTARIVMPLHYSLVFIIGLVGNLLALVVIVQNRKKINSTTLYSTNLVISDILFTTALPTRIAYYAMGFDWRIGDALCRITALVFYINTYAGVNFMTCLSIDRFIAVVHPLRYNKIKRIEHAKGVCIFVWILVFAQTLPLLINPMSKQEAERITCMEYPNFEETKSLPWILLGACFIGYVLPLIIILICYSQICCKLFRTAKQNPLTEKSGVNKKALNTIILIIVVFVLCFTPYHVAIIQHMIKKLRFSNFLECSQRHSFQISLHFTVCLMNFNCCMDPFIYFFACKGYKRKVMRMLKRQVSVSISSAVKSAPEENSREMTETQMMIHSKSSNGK
An asterisk follows results filed as active. Some of the compounds tested; count on the stated rates, not on these rows.

SMILES	APJ antagonist	tim23-1 inh	UPR CHOP act	APJ agonist	Mdm2-MdmX inh	CXCR6 block	CCR6 antag	XBP1 UPR activ	EBI2 block
Cc1nc(N2CCC(C)CC2)c2oc3ccccc3c2n1	-3.3	45.9	-3.0	0.5	7.9	-3.0	21.0	4.0	9.9
CN1CCC(=O)N([C@H](CSc2ccc(Br)cc2)Cc2ccccc2)CC1	2.4	31.9	1.2	-4.1	9.5	-3.0	9.2	4.9	0.2
O=C(CCc1nnc(CCCCc2ccccc2)o1)N1CCN(CCO)CC1	-8.3	6.6	1.1	-2.9	-12.2	-1.2	1.3	-1.4	-4.4
CCCc1cc(C(=O)N2CCN(S(=O)(=O)c3ccc(OC)c(OC)c3)CC2)cs1	-22.3	19.9	-1.7	-0.4	-20.8	-3.9	-12.2	-1.7	9.2
COc1ccc(Cl)cc1C(=O)Nc1ccc2nc3n(c(=O)c2c1)CCCC3	5.1	29.1	4.1	-1.6	-1.9	12.0	4.1	24.6	-0.2
COc1cccc(CNC(=O)CN(C)S(=O)(=O)c2ccc(Br)s2)c1	12.0	9.0	-0.4	0.5	21.2	4.7	9.1	-4.0	7.8
COc1nnc(-c2ccc(C)c(S(=O)(=O)NCC3CCCO3)c2)c2ccccc12 (stereo unspecified)	18.5	14.2	-3.1	-3.7	22.5	0.5	10.5	-0.5	7.7
O=C(c1cnc2ccc3ccccc3c2c1)c1cc(F)ccc1O	-22.3	-10.5	2.1	-3.3	40.0	0.3	17.4	0.1	8.2
Cc1oc(-c2cccs2)[n+]([O-])c1C	-15.0	6.1	1.2	-6.8	8.5	6.7	-5.2	0.3	-15.6
CCn1cc(C(=O)N2CCN(Cc3ccc4c(c3)OCO4)CC2)c2cc(OC)c(OC)cc2c1=O	-10.8	11.7	2.0	-0.9	-5.7	-10.2	5.6	-0.1	-13.8
CSc1ccc(CN(C)Cc2nc3ccccc3c(=O)[nH]2)cc1	-0.2	9.6	2.7	-1.4	21.3	-9.5	12.4	-2.8	14.7
Cc1cccc(NC(=O)CNC(=O)C23CC4CC(CC(Cl)(C4)C2)C3)n1	13.7	6.0	-0.3	-7.9	-16.8	-5.0	2.1	-1.2	-6.7
CCN(CC(=O)Nc1ccccc1C(F)(F)F)C(=O)C1CC(=O)N(Cc2ccccc2)C1 (stereo unspecified)	-1.0	-4.4	1.8	-2.4	10.6	-7.0	-2.4	-2.7	-0.9
CC1=Nc2cc(C(=O)NCCN3CCOCC3)ccc2Sc2c(C)ccc(C)c21	23.0	-2.9	1.8	-2.3	64.1*	1.6	6.0	-3.0	4.9
Cc1ccccc1N=C1NC(=O)CC(c2ccccc2)S1 (stereo unspecified)	8.0	21.6	-2.4	4.4	28.6	-3.9	-9.4	-0.1	5.4
CCn1c(=N)n(CC(=O)c2ccco2)c2ccccc21	-3.0	-1.7	-3.6	-4.1	28.6	-2.5	7.7	1.7	-7.4
CCCc1cc(=O)[nH]c2nnc(SCC(=O)NC3CCCC3)n12	-7.2	1.5	2.8	5.5	17.4	-19.4	-17.3	-4.9	-5.2
COc1cccc(-c2nc(CS(=O)(=O)CC(=O)NCc3ccccc3OC)c(C)o2)c1	-2.0	11.1	0.4	-5.0	-12.9	7.6	-11.1	-0.7	-4.7
c1ccc(CNc2cnccn2)cc1	19.4	3.0	-2.1	0.2	31.8	-14.8	-5.0	-1.1	-5.0
Cc1cccc(N(CC(=O)NCC2CCCO2)C(=O)CNS(=O)(=O)c2ccc(Cl)cc2)c1 (stereo unspecified)	19.7	9.1	2.2	-0.7	-10.3	-0.7	3.6	-0.6	-9.0
CC(C)(CNCC(O)c1ccccc1)N1CCOCC1 (stereo unspecified)	11.4	-8.5	-0.6	-3.4	2.9	-17.7	-0.3	0.0	-6.1
CCc1ccc(C(=O)NNC(=O)c2cccc(N3C(=O)CCC3=O)c2)cc1	13.6	8.2	1.7	7.1	-2.7	-5.8	-9.7	3.1	0.9
O=C(O)C1C2C=CC(O2)C1C(=O)NCc1ccc2c(c1)OCO2 (stereo unspecified)	-10.4	10.7	-2.2	-2.8	12.4	-1.8	0.4	0.3	-0.7
COc1ccc(-c2c(C#N)c(N)nc3c2CCC3)cc1	1.3	3.3	0.0	-0.2	28.7	5.7	-11.6	0.3	5.4
CCOC(=O)N1CCN(S(=O)(=O)c2ccc(C(=O)Nc3sc4c(c3C(=O)OC)CCN(C)C4)cc2)CC1	22.0	2.8	0.4	-3.9	100.4*	6.5	-2.2	23.6	3.2
The list goes on.
SMILES	APJ antagonist	tim23-1 inh	UPR CHOP act	APJ agonist	Mdm2-MdmX inh	CXCR6 block	CCR6 antag	XBP1 UPR activ	EBI2 block
COc1cc(NC(=O)COc2cccc(OC)c2)cc(OC)c1	-22.6	12.9	-1.8	-2.9	-10.3	6.3	-6.8	-4.8	-4.1
O=C(O)CC(NC(=O)C1c2ccccc2Oc2ccccc21)c1ccc(OC2CCCC2)cc1 (stereo unspecified)	8.9	7.2	-1.1	0.8	8.9	1.5	-6.8	-2.7	4.7
COc1cc2c(cc1OC)C(COc1ccc3c(C)cc(=O)oc3c1)N(C(=O)c1ccco1)CC2 (stereo unspecified)	9.8	-17.0	-1.4	1.6	44.9	1.3	0.8	1.7	-0.3
CC(=O)c1ccc(N2CCN(C(=O)/C=C/c3cccs3)CC2)cc1	-9.7	38.4	-0.6	-3.8	-30.5	-2.0	6.2	-2.5	15.1
CC(=O)Nc1ccccc1-c1ccc(C)o1	5.6	1.1	0.8	-2.1	-23.9	-3.7	-13.5	7.1	-7.2
CCOC(=O)CN1C(=O)NC2(CCCc3ccccc32)C1=O (stereo unspecified)	22.9	5.5	-0.4	-2.6	13.5	6.1	5.5	0.9	1.7
O=C(N/N=C/c1cccnc1)c1cc2ccccc2o1	-7.8	8.6	0.5	-0.4	17.0	-9.2	-11.5	5.0	-8.8
COc1ccc(O)c(C2=Nc3ccccc3N=C(c3cccs3)C2)c1	5.2	24.6	-1.1	0.0	9.2	5.9	3.8	-1.4	-5.3
O=C(c1ccccc1Cl)N1CCNCC1	-12.0	-9.4	0.3	-0.4	17.9	3.4	7.2	-0.6	6.0
Cc1cccc(C)c1NC(=S)NCc1ccncc1	3.3	5.9	-0.9	-0.2	2.5	-10.2	2.4	-2.4	-5.1
CCOC(=O)C1=C(C)NC(C)=C(C(=O)OCC)C1C(=O)O	16.2	5.5	-0.1	-2.6	-8.4	4.5	3.3	0.4	-4.2
COc1ccc(C(=O)Nc2ncccc2C)cc1S(=O)(=O)N1CCOCC1	-54.8	8.1	-0.9	5.9	8.7	-8.7	10.0	-1.4	-3.0
CSc1ccccc1NC(=O)COC(=O)/C=C/c1ccco1	2.1	14.3	0.1	-0.4	17.3	3.1	6.1	1.0	4.7
O=C(Oc1cc(Cl)ccc1Cl)c1ccc(N2CCOCC2)c([N+](=O)[O-])c1	10.1	20.0	0.9	-1.9	24.6	10.8	24.2	4.5	1.8
N#C/C(=C/c1cccnc1)c1ccccc1	5.1	17.8	1.1	-2.4	5.6	12.3	-9.2	1.4	3.3
Cn1c2c(c(=O)n(C)c1=O)C(c1cccc(F)c1)C(C#N)=C(N)O2 (stereo unspecified)	12.8	8.3	-2.1	-1.9	-0.6	0.7	-0.6	-1.6	-19.9
CC(O)Cn1ccccc1=N (stereo unspecified)	9.4	2.6	-0.6	-1.9	4.9	-16.6	-4.6	0.7	-4.9
CC(C)C(=O)NC(NC1CCS(=O)(=O)C1)C(Cl)(Cl)Cl (stereo unspecified)	8.3	10.6	-1.8	-0.2	4.4	0.3	-1.0	-0.2	-2.2
CCCCn1c(SCC(N)=O)nnc1-c1ccco1	-9.9	22.5	0.3	2.9	-7.9	6.3	-3.5	-1.5	-5.7
Cc1ccc(NC(=O)C(C)N2CCOCC2)c(C(=O)c2ccccc2)c1 (stereo unspecified)	-12.8	30.1	-1.6	-2.9	-1.6	-2.6	15.1	-1.0	2.4
Cc1ccc2[nH]c(=O)c(-c3nc4cc(C)ccn4c3NCc3ccco3)cc2c1	17.5	25.9	3.3	-2.6	6.0	0.2	11.2	-0.8	16.5
COc1ccc(OCCn2nnc(-c3ccc(Cl)cc3)n2)cc1	0.5	-0.2	0.9	-1.8	2.0	4.3	10.9	-3.4	2.0
CCCCC1(C)NC(=O)c2c(C)sc(C(=O)OCC)c2N1 (stereo unspecified)	11.8	23.4	0.8	0.2	11.6	5.6	-5.2	-3.0	0.8
Cc1cccc(OCC(=O)NCC(=O)N/N=C/c2ccc(O)cc2O)c1	-14.0	-15.4	-1.8	-0.2	46.4	2.4	2.6	-0.3	9.7
Cc1nc(CN2CCN(C(=O)c3ccc(Br)cc3)CC2)cs1	3.3	2.3	-2.1	-4.5	6.5	1.0	1.4	-4.1	1.4

Reprinted at random: 3 records from the list
SMILES	APJ antagonist	tim23-1 inh	UPR CHOP act	APJ agonist	Mdm2-MdmX inh	CXCR6 block	CCR6 antag	XBP1 UPR activ	EBI2 block
COc1cc(NC(=O)COc2cccc(OC)c2)cc(OC)c1	-22.6	12.9	-1.8	-2.9	-10.3	6.3	-6.8	-4.8	-4.1
COc1ccc(O)c(C2=Nc3ccccc3N=C(c3cccs3)C2)c1	5.2	24.6	-1.1	0.0	9.2	5.9	3.8	-1.4	-5.3
CC(=O)Nc1ccccc1-c1ccc(C)o1	5.6	1.1	0.8	-2.1	-23.9	-3.7	-13.5	7.1	-7.2

(list continues)
SMILES	APJ antagonist	tim23-1 inh	UPR CHOP act	APJ agonist	Mdm2-MdmX inh	CXCR6 block	CCR6 antag	XBP1 UPR activ	EBI2 block
Cc1[nH]c2ccccc2c1SCc1ccccc1	10.7	43.0	1.7	-4.1	0.2	0.8	10.0	3.6	8.5
O=C(CSc1nnc(-c2ccco2)n1-c1ccccc1)NCc1ccco1	14.4	2.8	2.7	-0.9	-7.1	8.9	10.1	2.1	-2.6
Cn1c(=O)n(C)c2cc([N+](=O)[O-])c(N3CCN(C(=O)c4ccc(F)cc4)CC3)cc21	-20.3	23.8	0.1	-1.3	27.1	5.4	11.6	-1.0	5.4
CCn1nc(C)cc1C(=O)N1CCCC(C(=O)c2ccc3ccccc3c2)C1 (stereo unspecified)	-5.4	17.4	0.2	-0.2	2.4	-2.5	17.4	-1.5	5.4
CCc1cccc2c1NC(=O)C21OCCO1	10.7	8.0	-1.1	-1.4	-0.8	10.6	8.2	-2.5	0.4
Cn1cc(Br)c(-c2cccc(NC(=O)CC(C)(C)CC(=O)O)c2)n1	-1.8	-8.6	2.2	1.2	-22.0	6.2	3.1	-1.1	-0.4
CN(C(=O)COC(=O)c1ccc(Cl)cc1N)C1CCS(=O)(=O)C1 (stereo unspecified)	16.0	-2.0	-0.9	-1.9	-15.4	-6.7	-2.8	-3.2	4.7
CN(Cc1ccccc1)C(=O)c1ccccc1NC(=O)C1CC1	8.3	0.7	-1.1	-1.4	8.6	-2.1	-0.6	0.2	-10.2
COc1ccc(/C=N/NC(=O)CC#N)cc1Oc1nc(Cl)ncc1F	9.7	-4.5	-1.4	-3.6	9.2	2.8	0.3	0.0	-15.5

Screening data (PubChem)
